Assay outcomes: PubChem BioAssay, The Scripps Research Institute Molecular Screening Center
GPR151 activ: activators of human GPR151, primary screen, cell-based, PathHunter beta-arrestin, luminescence | G-protein coupled receptor 151 (Homo sapiens), Q8TDV0 | PathHunter beta-arrestin GPR151 cells | activation, % at 11.2 µM | actives 1% (n = 650,000) | AID 1508602, 2020; in the data active = activation above about 4.9%;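 also: 0% = median of compound wells and 100% = cells with positive control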
Target sequence (Q8TDV0 whole entry, looked up): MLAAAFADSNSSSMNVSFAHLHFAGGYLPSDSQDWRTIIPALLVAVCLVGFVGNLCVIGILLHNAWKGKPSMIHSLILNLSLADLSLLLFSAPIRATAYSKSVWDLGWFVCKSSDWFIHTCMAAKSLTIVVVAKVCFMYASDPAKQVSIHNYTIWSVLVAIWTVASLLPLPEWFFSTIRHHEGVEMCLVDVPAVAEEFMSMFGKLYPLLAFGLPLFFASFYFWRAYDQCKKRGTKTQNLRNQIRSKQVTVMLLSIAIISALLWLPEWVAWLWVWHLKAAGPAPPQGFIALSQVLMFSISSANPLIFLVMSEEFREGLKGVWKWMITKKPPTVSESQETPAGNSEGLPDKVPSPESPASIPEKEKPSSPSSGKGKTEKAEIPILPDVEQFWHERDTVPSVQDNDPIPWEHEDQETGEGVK
TEAD-YAP inh: TEAD-YAP interaction inhibition, primary screen, TEAD-YAP interaction inhibitor project, luminescence, HEK-TIYL cells; TEAD-Gal4/YAP UAS-luciferase luminescence; inhibition, % at 9.12 µM; actives 1.4% (n = 640,000); AID 1259422, 2018; in the data active = inhibition above about 32%;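 also: 0% = median of test compound wells and 100% = reference inhibitor wells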
MITF primary: MITF inhibitors, primary screen, biochemical, AlphaScreen, human; Microphthalmia-associated transcription factor (Homo sapiens), O75030; actives 0.91% (n = 650,000); AlphaScreen MITF homodimerization, bead proximity signal; inhibition, % at 2.6 µM; in the data active = inhibition above about 50%;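 also: 0% = vehicle wells with protein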
Target sequence (O75030 whole entry, looked up): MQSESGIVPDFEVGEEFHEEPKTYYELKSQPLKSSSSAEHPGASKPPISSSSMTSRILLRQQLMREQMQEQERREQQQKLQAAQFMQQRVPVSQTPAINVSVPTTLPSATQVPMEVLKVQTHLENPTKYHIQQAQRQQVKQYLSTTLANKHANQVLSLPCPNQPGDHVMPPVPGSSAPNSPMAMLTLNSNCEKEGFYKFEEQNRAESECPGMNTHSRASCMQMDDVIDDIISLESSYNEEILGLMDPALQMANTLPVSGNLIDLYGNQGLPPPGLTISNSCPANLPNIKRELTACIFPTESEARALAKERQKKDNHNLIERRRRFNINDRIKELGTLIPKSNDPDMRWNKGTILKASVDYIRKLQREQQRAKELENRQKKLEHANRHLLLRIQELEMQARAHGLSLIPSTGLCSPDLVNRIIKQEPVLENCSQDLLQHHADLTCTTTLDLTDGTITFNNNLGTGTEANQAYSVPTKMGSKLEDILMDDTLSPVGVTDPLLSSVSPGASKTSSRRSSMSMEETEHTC
FBW7 act: FBW7 E3 ligase activators, primary screen, biochemical, AlphaScreen, human; F-box/WD repeat-containing protein 7 (Homo sapiens), Q969H0; AlphaScreen FBW7–phospho-cyclin E peptide binding, activator screen; normalized activity (activation), % at 26.1 µM; actives 0.13% (n = 650,000); in the data active = normalized activity above about 1.9%;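 also: purified mutant Fbw7 with reduced substrate affinity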
* marks the source's active call; other numbers are inactive results.

Every second line gives: GPR151 activ, TEAD-YAP inh, MITF primary, FBW7 act
1	O=C1CSC(c2cccc(Oc3ccccc3)c2)N1c1ccc(Oc2ccc(Cl)cc2)cc1 (stereo unspecified)
 : -0.4, 5, 9, -0.1
2	COc1ccccc1-c1cc(C(=O)NCCc2cccs2)[nH]n1
 : -0.6, -38, 1, 0.0
3	C=CCn1c(=O)/c(=C\c2ccccc2)s/c1=C(/C#N)c1nnc2n1CCCCC2
 : 1.0, 5, 4, -0.6
4	COc1c(/C=N/NC(=O)c2ccccc2)sc2ccccc12
 : 0.0, -30, 10, -0.1
5	CCOCCOC(=O)C1=C(C)N(C)C(=O)NC1c1cc(Br)c(O)c(OC)c1 (stereo unspecified)
 : 0.5, -9, -13, 0.1
6	NC(=O)c1ccc(/C=N/O)[n+](Cc2ccccc2)c1
 : 0.5, 6, 13, 0.7
7	CC(=O)c1ccc(NC(=O)NC2CC(=O)N(c3ccc4c(c3)OCCO4)C2)cc1 (stereo unspecified)
 : 0.5, 11, 0, -0.2
8	CCCCCOc1ccc(/C=C/C(=O)NCc2ccco2)cc1OC
 : -0.6, 1, -11, 0.2
9	O=C(Cn1c(=S)[nH]c2ccccc2c1=O)NCCC1=CCCCC1
 : 0.3, 3, 6, 0.0
10	Cc1nc(C(C)(C)O)n(-c2ccc([N+](=O)[O-])cc2)n1
 : -1.1, 0, 23, 1.5

(next part)
Every second line gives: GPR151 activ, TEAD-YAP inh, MITF primary, FBW7 act
11	Cc1ccc2nc(-c3ccc(NC(=O)CSc4nc(C(F)(F)F)cc(=O)[nH]4)cc3)sc2c1
 : 0.2, -32, 17, 0.4
12	O=C(CNC(=O)C1CCCCC1)Nc1ccc(Cl)cc1
 : 2.5, -18, 12, 0.1
13	Nc1nc(=S)n2c(n1)sc1ccccc12
 : 0.8, -17, 0, -0.1
14	NC(=O)c1cccc(-c2cnc3c(Nc4cccc(OC(F)(F)C(F)F)c4)nccn23)c1
 : 2.4, -6, -14, 0.1
15	CCn1nc(C(=O)Nc2nnc(-c3ccc(F)cc3)o2)cc1C
 : 0.2, -10, 7, -0.9
16	Cc1ccc(Nc2nc(C(=O)NC(C)(C)C)cs2)cc1
 : 1.1, -7, -4, 0.1
17	CCOC(=O)NC1(Nc2cccc(Cl)c2)Oc2ccccc2O1
 : 1.1, -22, 1, -0.2
18	CCC(=O)N1c2ccccc2-c2nnc(SC)nc2OC1c1ccc(-c2ccccc2Cl)o1 (stereo unspecified)
 : 0.1, -1, -9, -0.1
19	CCOC(=O)CCCCC(=O)c1[nH]c(=O)[nH]c1C[n+]1ccccc1
 : 0.7, -6, 45, 0.2
20	Cc1cc(Cl)ccc1N1CC(O)=C(c2nc3ccccc3[nH]2)C1=N
 : 0.7, -6, 7, -0.1

(more compounds)
Every second line gives: GPR151 activ, TEAD-YAP inh, MITF primary, FBW7 act
21	CCCCCOC(=O)C1=C(C)NC2=C(C(=O)CC(C)(C)C2)C1c1ccc(Cl)cc1 (stereo unspecified)
 : -2.0, 4, 13, 0.4
22	CCOC(=O)N1CCN(c2ncnc3c2cnn3-c2ccc(OC)cc2)CC1
 : 2.6, -10, 0, -0.2
23	N#Cc1ccccc1Sc1ccccc1C(=O)OCC(N)=O
 : -0.6, 3, -7, -0.1
24	O=C(CSc1nnc(C(F)(F)F)o1)Nc1ccc2c(c1)OCO2
 : -1.5, 3, 3, 0.6
25	Cc1ccc2cc(/C=C(\C#N)C(N)=O)c(N(C)C)nc2c1
 : 0.1, 6, 4, 0.0
26	COc1ccc(CCC(C)N2CCc3nnc(CCNC(=O)c4cccnc4)n3CC2)cc1 (stereo unspecified)
 : -0.6, -1, 9, 0.0
27	O=C(c1csc(-c2cccs2)n1)N1CCOc2ccc(C(O)c3ccccn3)cc2C1 (stereo unspecified)
 : 1.0, 10, 6, 0.0
28	O=C(Nc1nncs1)c1ccc(Br)cc1
 : -0.1, -9, 1, -0.1
29	OC[C@H]1NC[C@@H](O)[C@@H]1O
 : 0.5, -5, 2, 0.0
30	CCOC(=O)CSC1=C(C#N)C(=O)NC(c2ccc(OC)cc2)S1 (stereo unspecified)
 : 0.3, -3, -2, -0.1

Reprinted at random: 6 compounds from above, in no set order.
Every second line gives: GPR151 activ, TEAD-YAP inh, MITF primary, FBW7 act
27	O=C(c1csc(-c2cccs2)n1)N1CCOc2ccc(C(O)c3ccccn3)cc2C1 (stereo unspecified)
 : 1.0, 10, 6, 0.0
25	Cc1ccc2cc(/C=C(\C#N)C(N)=O)c(N(C)C)nc2c1
 : 0.1, 6, 4, 0.0
26	COc1ccc(CCC(C)N2CCc3nnc(CCNC(=O)c4cccnc4)n3CC2)cc1 (stereo unspecified)
 : -0.6, -1, 9, 0.0
30	CCOC(=O)CSC1=C(C#N)C(=O)NC(c2ccc(OC)cc2)S1 (stereo unspecified)
 : 0.3, -3, -2, -0.1
23	N#Cc1ccccc1Sc1ccccc1C(=O)OCC(N)=O
 : -0.6, 3, -7, -0.1
28	O=C(Nc1nncs1)c1ccc(Br)cc1
 : -0.1, -9, 1, -0.1

Additional structures follow.
Every second line gives: GPR151 activ, TEAD-YAP inh, MITF primary, FBW7 act
31	O=C(CNCc1ccco1)NC12CC3CC(CC(C3)C1)C2
 : -1.3, -2, 21, 0.1
32	O=C(Cc1c(F)ccc(F)c1F)NCC1CCC2(CCN(C(=O)C3CC3)CC2)O1 (stereo unspecified)
 : 1.1, 3, -9, 0.0
33	CCc1ccccc1N(CC(=O)Nc1ccc(NC(C)=O)cc1)S(C)(=O)=O
 : 1.2, -4, 3, 0.1
34	C#CCOc1ccc(/C=c2\sc3n(c2=O)C(c2cccc(OC)c2)C(C(=O)OCC)=C(c2ccccc2)N=3)cc1 (stereo unspecified)
 : -1.5, 5, -18, -0.1
35	CCOC(=O)c1ccccc1NC(=O)C1c2ccccc2C(=O)N(Cc2ccc(F)cc2)C1c1ccc(OC)cc1 (stereo unspecified)
 : -0.3, -3, 1, -0.1
36	CCN(CC)S(=O)(=O)c1cc(C(=O)N2CCN(C(=O)c3ccc(Cl)c(S(=O)(=O)N(CC)CC)c3)CC2)ccc1Cl
 : 1.7, -4, 3, 0.1
37	CCOC(=O)c1ccc(NS(=O)(=O)c2cccc(C(=O)Nc3ccccc3[N+](=O)[O-])c2)cc1
 : -0.9, 2, 14, -0.1
38	CSCCC1NC(=S)N(Cc2ccccc2)C1=O (stereo unspecified)
 : 1.3, 4, 9, 0.0
39	COC(=O)c1c(NC(=O)COc2ccc(Cl)cc2Cl)sc2c1C(C(=O)OC)CC2 (stereo unspecified)
 : 1.3, 11, -5, -0.1
40	Cc1cc(NC(=O)Cn2nnc(-c3ccccc3NS(=O)(=O)c3ccccc3)n2)no1
 : 0.4, -5, -4, 0.0

Additional records.
Every second line gives: GPR151 activ, TEAD-YAP inh, MITF primary, FBW7 act
41	COc1ccc(S(=O)(=O)N2CCCC(c3nc(-c4ccc(F)cc4)no3)C2)cc1 (stereo unspecified)
 : -0.3, 12, 12, 0.6
42	COC(=O)CCC(=O)Nc1ccc(OC)c(Cl)c1
 : 6.0*, 6, -2, 0.0
43	COc1cc(OC)cc(C(=O)NNC(=S)NCc2ccco2)c1
 : 7.2*, -2, 6, 0.1
44	O=C1N[C@@H](CO)C(=O)N2C[C@@H](NCc3cc4ccccc4s3)C[C@@H]12
 : 0.1, 5, 13, 0.1
45	O=C(NCc1ccccc1)C1CC12CCN(C(=O)CSc1ccccc1)CC2 (stereo unspecified)
 : -0.9, -3, 8, -0.1
46	O=C(NCc1nc2ccccc2[nH]1)c1cccc(Nc2ccc(-n3ccnc3)cc2)c1
 : -0.2, 0, 9, -0.1
47	CN(C)CCCN1C(=O)C(=O)/C(=C(\O)c2ccccc2)C1c1ccc(Cl)cc1 (stereo unspecified)
 : -1.3, 9, 7, 0.7
48	O=C1N/C(=C\c2ccc(-c3cccc(F)c3)o2)C(=O)N1Cc1ccccc1
 : -0.6, -13, -2, 0.0
49	O=C(CN1C(=O)C2C3C=CC(C3)C2C1=O)Nc1ncc(Br)s1 (stereo unspecified)
 : -1.0, -12, 1, 0.3
50	O=C1N[C@@H](COCc2ccccc2)C(=O)N2CCN(C(=O)OCc3ccccc3)C[C@H]12
 : 0.5, 3, -8, -0.4

(more compounds)
Every second line gives: GPR151 activ, TEAD-YAP inh, MITF primary, FBW7 act
51	O=C1Nc2ccccc2N(O)N1c1cc(-c2ccc(Cl)cc2)[nH]n1
 : -0.4, -2, 18, 0.1
52	CCOc1ccc2[nH]cc(NC(=O)NCc3ccco3)c(=O)c2n1
 : -0.5, -1, 0, -0.1
53	COc1ccc(OCC2c3cc(OC)c(OC)cc3CCN2C(=O)c2cccc(OC)c2OC)cc1 (stereo unspecified)
 : -1.0, -40, 5, -0.2
54	COc1cccc(Nc2nnc(C)c(=O)[nH]2)c1
 : -0.2, -1, 13, 0.0
55	CCOC(=O)c1ccc(NC(=O)c2c(NCc3ccncc3)sc3c2CCC3)cc1
 : 0.1, 1, 11, 0.2
56	CC(=O)Oc1ccc(N(C(C)=O)S(=O)(=O)c2ccc(C)cc2)c(C)c1
 : -1.4, -3, -5, -0.2
57	O=C(c1cc(-c2ccco2)[nH]n1)N1CCCCC1c1nc2ccccc2[nH]1 (stereo unspecified)
 : 0.1, 2, -7, -0.3
58	CN(C)c1ncnc2c1nnn2Cc1ccccc1
 : 0.7, -14, 4, 0.1
59	Nc1nccc(-c2ccc(NC(=O)N(Cc3ccccc3)C3CC3)cc2)n1
 : -0.3, -24, 17, 0.2
60	CCOc1ccccc1C(=O)Nc1c2c(nn1-c1ccc(F)cc1)CS(=O)C2 (stereo unspecified)
 : 1.2, -4, 1, 0.1

Additional results follow:
Every second line gives: GPR151 activ, TEAD-YAP inh, MITF primary, FBW7 act
61	O=C1CCCN1c1ccc(S(=O)(=O)Nc2ccccn2)cc1
 : 0.3, -6, 7, 0.1
62	COc1ccc(OC)c(CN2CCCCC2c2cccnc2)c1 (stereo unspecified)
 : 0.9, 4, -11, 0.1
63	O=C(Nc1ccc2c(c1)CCC2)c1cc2nc(-c3ccc4c(c3)OCO4)cc(C(F)(F)F)n2n1
 : 0.9, -3, 5, 0.0
64	COCCn1c(SCc2cccc(F)c2)nc2cc(C(=O)OC)ccc2c1=O
 : -0.9, 4, -1, 0.5
65	COC(=O)c1cc(C(=O)Nc2cc(OC)ccc2OC)cc([N+](=O)[O-])c1
 : 2.0, 7, -5, 0.1
66	Cc1ccc(N2C(N)=C(C#N)C(c3ccccc3)C3=C2CC(C)(C)CC3=O)cc1 (stereo unspecified)
 : -0.5, -16, 12, 0.4
67	COc1cc2cc(CN(CCCO)S(=O)(=O)c3ccccc3)c(=O)[nH]c2cc1OC
 : -0.9, -6, 0, -0.1
68	CC1(C)CC(=O)C2=C(C1)Nc1ccccc1N(C(=O)Cc1ccccc1)C2c1cccc(F)c1 (stereo unspecified)
 : 1.7, 7, 1, -0.3
69	Cc1ccc(CN2CCN3C(=O)[C@@H]4CCCN4C(=O)[C@H]3C2)s1
 : 0.3, 2, 14, 0.9
70	COc1ccc(-c2cn3c(C)c(C(=O)Nc4cc(OC)ccc4OC)sc3n2)cc1
 : 0.5, 1, -2, 0.1

Other records follow:
Every second line gives: GPR151 activ, TEAD-YAP inh, MITF primary, FBW7 act
71	COc1ccc2[nH]c3c(=O)n(CCCC(=O)NCCC(C)C)c(=S)[nH]c3c2c1
 : 1.4, 3, 8, -0.1
72	COc1ccc(OC)c(NC(=O)c2ccc(N3C(=O)C4CC=C(C)CC4C3=O)cc2)c1 (stereo unspecified)
 : -1.3, 0, 6, -0.1
73	CCSc1ncnc2sc3c(c12)CCC(C)C3 (stereo unspecified)
 : 2.8, -5, 23, 0.8
74	CCOc1ccc(NC(=O)CN2C(=O)S/C(=C\c3cc(C)n(CC)c3C)C2=O)cc1
 : 0.0, 4, -16, 0.2
75	CC(C)c1nc(SCC(=O)N2CCCC2)c2ccccc2n1
 : 0.7, 4, 8, 0.2
76	CCC[C@@H]1NC(=O)[C@H]2CN(C(=O)c3ccc(Cl)cc3)CCN2C1=O
 : 4.3, 2, 15, 0.0
77	Cc1cc(C)c(S(=O)(=O)Nc2ccc(C(=O)O)c(O)c2)cc1C
 : 0.5, -6, 4, 0.1
78	COc1cc(NC(=O)c2cccc(-n3cc(/C=C/C(=O)c4ccccc4)cn3)c2)ccc1CN1CCOCC1
 : -0.2, 14, 11, -0.2
79	CCCNc1nc(-c2ccc(OC)cc2)nc2nc[nH]c12
 : 3.4, 0, -3, 0.0
80	CNC(=O)/C(=C/c1ccc([N+](=O)[O-])cc1)NC(=O)c1ccc(C)cc1
 : -1.4, 0, -8, 0.1

Single records, as listed above.
`Cc1ccc(Nc2nc(C(=O)NC(C)(C)C)cs2)cc1` as listed: GPR151 activ: 1.1; TEAD-YAP inh: -7; MITF primary: -4; FBW7 act: 0.1
`CCOc1ccccc1C(=O)Nc1c2c(nn1-c1ccc(F)cc1)CS(=O)C2` (stereo unspecified) as listed: GPR151 activ: 1.2; TEAD-YAP inh: -4; MITF primary: 1; FBW7 act: 0.1

Further results follow:
Every second line gives: GPR151 activ, TEAD-YAP inh, MITF primary, FBW7 act
81	O=C(Nc1ccncc1)C1COc2ccccc2O1 (stereo unspecified)
 : -1.7, -11, 17, 0.3
82	Fc1cnc(Nc2ccc(-n3cnc(N4CCOCC4)n3)cc2)cc1-c1ccn(CCN2CCOCC2)n1
 : -0.4, 27, -13, 0.1
83	CC(C)CCC1(C2CCN(C(=O)c3ccc(N4CCOCC4)cc3)CC2)NC(=O)NC1=O (stereo unspecified)
 : 0.6, 0, 5, 0.1
84	CC(=O)CSc1nnc(NC(=O)c2ccccc2)s1
 : -1.1, -29, 2, 0.0
